V-ATPase pHluor: yeast V-ATPase proton transport regulation by pHLuorin; response, % at 10 µM; 0.37% of 350,000 active; S. cerevisiae, pHLuorin cytosolic pH fluorescence; in the data active = response mostly above about 7.3%, no sharp cut-off; inactive = mostly below about 5.4%; note: actives read high; inactives centre near 0; some compounds called inactive have numbers as strong as hits; reference of the scale not given here
Keap1-Nrf2 PPI: Keap1-Nrf2 (human) interaction inhibition. 0.15% of 340,000 active. inhibition, % at 9.4 µM. Keap1 Kelch-Nrf2 peptide fluorescence polarization, 1536-well; in the data active = inhibition above about 12%;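 note: human Keap1 Kelch domain with fluorescein labeled Nrf2 9mer peptide probe; 0% = neutral control wells and 100% = peptide positive control; higher means more block of Keap1 binding to Nrf2 peptide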
Target sequence (Q14145 whole entry, looked up, the tested form may be a part): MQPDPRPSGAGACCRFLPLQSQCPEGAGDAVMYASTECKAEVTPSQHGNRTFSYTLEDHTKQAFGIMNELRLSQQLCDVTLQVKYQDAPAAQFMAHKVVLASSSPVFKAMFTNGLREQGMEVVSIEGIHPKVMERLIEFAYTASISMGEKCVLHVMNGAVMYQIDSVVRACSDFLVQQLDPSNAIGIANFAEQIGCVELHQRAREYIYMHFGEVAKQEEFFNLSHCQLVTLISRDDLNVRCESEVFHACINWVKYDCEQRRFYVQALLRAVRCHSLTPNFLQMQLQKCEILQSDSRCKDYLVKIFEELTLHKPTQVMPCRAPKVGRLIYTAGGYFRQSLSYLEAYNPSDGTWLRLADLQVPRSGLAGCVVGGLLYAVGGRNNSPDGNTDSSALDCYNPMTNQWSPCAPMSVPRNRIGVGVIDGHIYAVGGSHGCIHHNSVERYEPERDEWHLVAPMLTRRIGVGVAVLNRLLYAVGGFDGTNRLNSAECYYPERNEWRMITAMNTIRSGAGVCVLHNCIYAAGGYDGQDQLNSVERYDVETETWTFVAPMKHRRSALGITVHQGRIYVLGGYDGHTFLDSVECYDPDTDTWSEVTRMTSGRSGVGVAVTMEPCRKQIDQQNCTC
RTF Ca sens inh: cardiac RTF calcium desensitization | P19429+P45379 | IANBD-labeled cardiac RTF, Ca2+ fluorescence | inhibition, % at 7.15 µM | 0.12% of 340,000 active | AID 493244;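 active = inhibition above the mean inhibition of all tested compounds plus 3 SD, cut at about 17% in these data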;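 note: assay run at fixed EC70 calcium of 1.6 mM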
MOR-DOR inv ag: inverse agonists of human mu-delta opioid receptor heterodimerization | P35372+P41143 | cell-based MOR-DOR heterodimer luminescence, inverse agonism | inhibition, % at 9.3 µM | 0.21% of 340,000 active; in the data active = inhibition above about 22%, passing the limit was not always enough;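 note: 0% = cells with DMSO and 100% = wells without cells with DMSO; values of inactives mirror those of a sister screen read the other way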
cardiac RTF act: cardiac RTF calcium sensitization; IANBD-labeled TnC RTF fluorescence at EC20 calcium; 0% EC20 calcium, 100% full calcium; 0.24% of 340,000 active; activation, % at 7.2 µM; P19429+P45379; AID 493008;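 active = activation above the mean over all tested compounds plus 3 SD, cut at about 30% in these data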;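 note: rise in fluorescence read as greater calcium sensitivity of cardiac thin filaments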
HTR5A ag: activates human HTR5A in OPRM1-OPRD1 agonist counter-screen. activation, % at 9.3 µM. 0.61% of 340,000 active. HTR5A agonist assay, luminescence, cell-based. AID 504692; in the data active = activation mostly above about 9.5%, no sharp cut-off; inactive = mostly below about 7.6%;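 note: 0% = cells with vehicle only and 100% = reference agonist; strong numbers were not always called active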
Target sequence (P47898 whole entry, looked up): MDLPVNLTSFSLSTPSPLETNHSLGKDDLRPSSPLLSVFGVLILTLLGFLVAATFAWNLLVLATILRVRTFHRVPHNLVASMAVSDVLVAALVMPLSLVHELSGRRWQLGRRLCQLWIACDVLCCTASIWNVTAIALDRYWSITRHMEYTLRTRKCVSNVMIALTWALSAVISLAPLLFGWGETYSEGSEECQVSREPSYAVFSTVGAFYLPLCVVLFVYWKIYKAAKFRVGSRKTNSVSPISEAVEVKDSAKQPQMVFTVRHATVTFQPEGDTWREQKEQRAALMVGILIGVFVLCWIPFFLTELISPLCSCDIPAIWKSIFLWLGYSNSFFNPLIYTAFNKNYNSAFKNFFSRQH
HTR5A inv ctr: HTR5A inverse agonism, opioid heterodimer counter-screen. P47898. HTR5A cell line, luminescence. inhibition, % at 9.3 µM. 0.083% of 340,000 active. AID 504634; in the data active = inhibition mostly above about 23%, no sharp cut-off; inactive = mostly below about 18%;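 note: 0% = cells with DMSO and 100% = no-cell wells with DMSO; some compounds called inactive have numbers as strong as hits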
CAL-PDZ inh HTS: CAL PDZ (human) peptide binding inhibition. 0.92% of 300,000 active. purified CAL PDZ, TMR-peptide fluorescence polarization, 1 h. Q9HD26. inhibition, % at 24.9 µM;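 active = mean inhibition of at least 30% with at least half of replicates also reaching 30%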;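 note: 0% = DMSO neutral control and 100% = excess unlabeled competitor peptide PRC23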
LANA DNA inh: KSHV C-LANA DNA binding inhibition | inhibition, % at 9 µM | 0.078% of 340,000 active | MBP-C-LANA/FAM-LBS DNA binding, fluorescence polarization;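 active = highest replicate inhibition at or above 60% at 9 µM, even if other replicates fall short; inactive = all replicates below 60% inhibition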;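 note: 0% = neutral control wells and 100% = 4 µM acridine orange control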
OPRM1-OPRD1 ag: OPRM1-OPRD1 heterodimerization agonism. 0.3% of 340,000 active. activation, % at 9.3 µM. P35372+P41143. cells, luminescence; in the data active = activation above about 18%;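 note: 0% = vehicle-treated cells and 100% = reference agonist; values of inactives mirror those of a sister screen read the other way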
Numbers without * were called inactive; nt = not tested or not shown.

The opening 2 records (preview)
SMILES	V-ATPase pHluor	Keap1-Nrf2 PPI	RTF Ca sens inh	MOR-DOR inv ag	cardiac RTF act	HTR5A ag	HTR5A inv ctr	CAL-PDZ inh HTS	LANA DNA inh	OPRM1-OPRD1 ag
COc1ccc(/C=N/NC(=O)CCC(=O)Nc2ccc(F)cc2)c(OC)c1	2	-2	-1	0	-1	-1	16	1	nt	0.1
CCCCNS(=O)(=O)c1ccc2c(c1)oc(=O)n2CC(=O)OCC	1	5	-8	-1	1	3	-9	nt	-0.2	0.2

This part in full, from the start:
SMILES	V-ATPase pHluor	Keap1-Nrf2 PPI	RTF Ca sens inh	MOR-DOR inv ag	cardiac RTF act	HTR5A ag	HTR5A inv ctr	CAL-PDZ inh HTS	LANA DNA inh	OPRM1-OPRD1 ag
COc1ccc(/C=N/NC(=O)CCC(=O)Nc2ccc(F)cc2)c(OC)c1	2	-2	-1	0	-1	-1	16	1	nt	0.1
CCCCNS(=O)(=O)c1ccc2c(c1)oc(=O)n2CC(=O)OCC	1	5	-8	-1	1	3	-9	nt	-0.2	0.2
CC(C)(C)N1C(=O)[C@H]2[C@@H](c3ccc(Br)cc3)N3C(=O)N(c4ccc(Br)cc4)C(=O)[C@@]3(Cc3ccccc3)[C@H]2C1=O	0	0	-9	-33	9	1	-6	-4	1.2	5.9
CCC(CC)C(=O)c1c[nH]c(C(=O)NCCOC)c1	0	-1	-4	9	-1	4	-1	nt	0.3	-1.7
O=C(CSc1nc(=O)n(CCCN2CCOCC2)c2c1CCCC2)Nc1ccc(F)cc1F	6.0*	-1	-9	8	-2	5	-13	0	-0.5	-1.2
CCOC(=O)c1c(NC(=O)CSc2ncn[nH]2)sc(C(=O)NC)c1C	-3	2	-8	13	-2	-1	4	-4	1.6	-2.4
CC1CCN(C(=O)COc2ccc(S(=O)(=O)N3CCOCC3)cc2)CC1	-3	-1	-11	17	-4	-7	16	0	0.5	-3.2
Cn1c(COc2ccc(Cl)cc2)nnc1SCC(=O)Nc1ccc2c(c1)CCC2	0	-2	2	1	-2	3	13	-1	-0.8	-0.2
Cc1ccc([N+](=O)[O-])cc1Nc1nc(N2CCCC2)nc(N2CCCC2)n1	1	-3	-4	13	6	9	-24	nt	1.2	-2.5
O=C(Cn1nnc(-c2ccc(Cl)cc2)n1)NCC1CCCCC1	-1	-1	-23	-23	-6	4	5	-3	-1.1	4.0
O=C(NCCCCl)C1CC(=O)N(CCc2ccc(F)cc2)C1 (configuration not stated)	-1	0	-2	11	0	1	-42	4	-0.7	-2.3
CCOC(=O)C1(Cc2cccc(F)c2)CCN(C(=O)C2CCOCC2)CC1	1	-6	-17	5	3	2	-13	0	1.1	-1.1
COc1ccc(-c2nn(C)c(=O)c3ccccc23)cc1NC(=O)Cn1nc(-c2ccccc2)c2ccccc2c1=O	0	2	-1	2	-4	-3	-8	-4	-1.1	-0.4
O=C(/C=C/c1ccccc1)Nc1ccc2c(c1)C(=O)NC2=O	-1	-4	-7	-3	3	9	-24	nt	0.6	0.5
COc1ccc2nc(SCc3ccccc3C)nc(C)c2c1	-2	-2	1	-15	-6	2	-5	-1	1.3	2.6
c1ccc(CNC2CC3CCC2C3)cc1 (configuration not stated)	-3	-1	4	9	-7	1	-5	-6	0.3	-1.8
CC1=C(C)/C(=N/OC(=O)c2cccc([N+](=O)[O-])c2)C=CC1=O	5	2	12	-27	-1	0	-1	nt	-1.4	4.6
c1ccc(-n2cnc3cc(NCc4ccccn4)ccc32)cc1	-2	1	-6	-10	3	12	-31	1	0.1	1.7
Cc1cc(NC(=O)c2oc3ccccc3c2C)ccc1-n1cnnn1	7	-3	0	3	4	8	-3	0	2.9	-0.5
O=C(NC1CCCCC1)c1ccc(CNc2ccccc2)o1	1	-6	-4	2	1	-1	-10	-1	11	-0.4
c1cc(CCCc2ccncc2)ccn1	0	2	-3	5	-1	4	-11	2	0.2	-1.2
CCN(CC1CCCN(CCc2cccc(OC)c2)C1)C(=O)c1ccoc1C (configuration not stated)	-1	2	-6	0	2	3	-12	-3	-0.8	0.0
CCCCN(C)C(=O)Cn1c(=O)oc2cc(S(=O)(=O)N3CC(C)CC(C)C3)ccc21 (configuration not stated)	-1	-3	-9	-12	2	-2	-9	nt	0.7	2.3
Cc1ccccc1N1CCN(S(=O)(=O)c2ccccc2)CC1	2	0	-4	0	0	-4	12	-1	-0.3	0.1
O=C(Nc1cccc(F)c1)c1cccnc1NCCc1ccccc1	-1	-2	-8	-14	2	-1	4	0	-0.1	2.4
COc1ccc(Cl)cc1NC(=O)CSc1nnc(Cn2c(=O)sc3ccccc32)n1C	0	-2	-1	16	-4	-5	15	-5	0.4	-3.1
CCc1ccc(NC(=O)COC(=O)c2ccc(Cl)c(S(=O)(=O)N3CCCCCC3)c2)cc1	6	1	-5	-16	-1	2	-24	-2	-0.3	2.8
CNC(=O)c1[nH]cnc1C(=O)N[C@@H](CCCCNC(=O)OC(C)(C)C)C(=O)OC(C)(C)C	4	1	-5	16	0	-1	4	-1	0.6	-2.7
Cc1nnc(NC(=O)CSc2ncn(-c3ccccc3)n2)s1	-2	-7	-10	7	3	2	-5	-4	-1.2	-1.1
O=C(COC(=O)c1ccccc1OCc1ccc(F)cc1)NCC1CCCO1 (configuration not stated)	-2	1	1	3	-1	-4	10	-1	0.3	-0.7
COc1cccc(/C=N/NC(=O)CN(C)S(=O)(=O)c2ccccc2)c1OC	0	2	-3	11	-1	6	-15	-8	1.1	-2.7
CC(=O)C1=NOC(CNc2ncc(C(F)(F)F)cc2Cl)C1 (configuration not stated)	1	-1	-4	13	1	-1	3	-1	-0.7	-2.2
CCOc1ccc2[nH]c(=O)c(CN(CC3COCCO3)C(=O)c3ccco3)cc2c1 (configuration not stated)	4	1	-1	6	-5	2	16	1	-1.8	-1.1
C=CCSc1nnc(-c2ccccc2NC(C)=O)c(=O)[nH]1	4	-5	5	-3	2	-1	-4	-4	-0.1	0.4
O=C(CNC(=O)c1ccco1)Nc1ccc(F)c(Cl)c1	-2	0	-2	13	-6	1	-3	-5	-1.0	-2.5
COc1ccccc1CCC(=O)OCC(=O)NCc1ccc(OC)c(OC)c1	-2	2	-6	3	0	1	-4	-9	-0.5	-0.5
CC(NS(=O)(=O)c1ccc(Cl)cc1)C(=O)NCCC1=CCCCC1 (configuration not stated)	4	-1	-11	-1	9	-2	4	-1	0.7	0.2
C=CCN(CC=C)S(=O)(=O)c1ccc(NC(=S)NC(=O)/C=C/c2ccc(C)cc2)cc1	-1	-6	-2	4	-1	7	-17	-6	-1.9	-1.0
CCOc1c(CNCCNC(=O)c2nonc2N)cccc1OC	-2	-2	-4	-5	4	2	19	-1	0.7	0.8
Cc1cc2cc(CCNC(=O)c3ccc(S(=O)(=O)N4CCCC4)cc3)c(=O)[nH]c2cc1C	-1	-4	-7	4	3	3	6	nt	1.7	-0.7
CC1(C(=O)O)COC(c2ccc(Cl)cc2)OC1 (configuration not stated)	1	7	5	9	4	3	-9	0	1.1	-1.9
O=S(=O)(NC1c2cccc3cccc(c23)C1N1CCNCC1)c1ccc(Cl)cc1 (configuration not stated)	-7	-3	4	0	-1	-2	4	-1	-0.2	-0.1
COc1ccccc1C(=O)Nc1cccc2c1CCCC2	-3	1	1	-2	-9	7	-24	1	0.5	0.4
CCOC(=O)CNC(=O)CSc1ncnc2c1cnn2-c1ccccc1	4	3	-10	5	-4	-4	0	-6	1.1	-0.9
CCOC(=O)c1c2ccc(OCC(=O)NN)cc2n2ccccc12	6	-6	-16	-42	0	4	-10	3	0.3	9.1
C[C@@]12C(=O)Nc3ccc(Cl)cc3C(=O)N1[C@H]1c3ccccc3OC[C@@H]1[C@@H]2c1ccccc1	-1	-2	11	-5	-3	-1	-49	-3	-2.4	0.9
Cc1ccc2c(CN3CCN(S(=O)(=O)c4ccccc4C(F)(F)F)CC3)cc(=O)oc2c1C	0	1	-9	15	-2	1	17	nt	-1.0	-3.8
O=C(O)CN1C(=O)/C(=C\c2ccccc2OCc2ccc(Cl)cc2)SC1=S	1	3	-1	17	-3	-4	14	-5	0.1	-3.0
CCOc1ccc(-c2nnc(SCc3nc4ccccc4[nH]3)n2N)cc1	1	-3	-4	0	3	-2	4	-5	-1.6	-0.1
CC(=O)Nc1ccc(C(=O)N/N=C(\C)CC(=O)Nc2ccc(OCc3ccccc3)cc2)cc1	-5	-7	-6	8	10	-2	4	-5	-0.3	-1.6
Next records.
SMILES	V-ATPase pHluor	Keap1-Nrf2 PPI	RTF Ca sens inh	MOR-DOR inv ag	cardiac RTF act	HTR5A ag	HTR5A inv ctr	CAL-PDZ inh HTS	LANA DNA inh	OPRM1-OPRD1 ag
CCOC(=O)[C@H](C)N1[C@H](C)[C@H](c2ccccc2)Oc2ccc(Cl)cc2S1(=O)=O	2	-4	-7	9	-1	0	1	-4	1.2	-1.9
COc1ccc(NS(=O)(=O)c2ccc(N3CCCCC3)c(N)c2)cc1	-1	2	4	-23	-6	3	-8	-1	1.5	5.7
CC(C)N(C(=O)COC(=O)c1cccnc1Cl)c1ccccc1	1	5	-4	4	4	2	-9	-7	-0.8	-0.9
Cn1cc2ccc(N)cc2n1	5	-2	10	-3	3	-1	2	6	-6.1	0.7
Cc1ccc(S(=O)(=O)N(C)C)cc1NC(=S)NCCc1ccccn1	-2	-9	-10	15	4	3	-9	-1	1.9	-3.3
CCC(Cc1ccccc1)NC(=O)CCn1cccc1 (configuration not stated)	1	-1	-1	10	-1	4	-11	nt	-0.5	-1.7
Cc1ccc(C(=O)NCc2ccccc2)cc1Br	-1	-3	-2	22	-3	2	-12	-5	-2.2	-4.1
CN(c1ccccc1)S(=O)(=O)c1cccc(C(=O)NCCCN2CCCC2=O)c1	-5	1	-10	-4	0	7	-3	-2	0.1	0.6
C#Cc1ccc([C@@H]2C=C(C(=O)N3CCN(Cc4ccccc4)CC3)O[C@H](OCCCCO)C2)cc1	-15	-4	7	10	1	6	-10	-18	-1.1	-1.8
CC(C)CCNC(=O)COC(=O)c1ccc(Br)o1	0	-6	-7	-16	11	-1	14	0	-0.3	2.8
COC1=C(Nc2ccc(OC)cc2)C(=O)C(OC)=C(Nc2ccc(OC)cc2)C1=O	0	0	-6	2	-4	1	-4	-4	0.2	-0.4
O=C(NCc1ccccc1Cl)c1ccc[nH]1	0	-2	-1	7	8	13*	1	nt	-0.4	-1.3
C=CCC[C@H](Cc1ccc(F)cc1)C(=O)OC[C@H](Cc1c[nH]c2ccccc12)NC(=O)[C@@H](CC=C)CC(=O)N(CCO)Cc1ccccc1	-2	2	-3	3	-3	-3	-9	1	-1.1	-0.5
COc1cccc(N2CCN(C(=O)c3cccc(N4C(=O)NC5CC4(C)Oc4c(OC)cccc45)c3)CC2)c1 (configuration not stated)	0	0	10	10	2	-7	3	-1	0.6	-2.0
Cc1ccc(N(C)C(=O)N2CCN(S(=O)(=O)c3ccc(C)c(C)c3)CC2)cc1	6	-4	-6	-16	-4	0	5	2	1.8	3.1
COc1ccc([N+](=O)[O-])cc1NC(=O)C1(c2ccccc2)CCOCC1	1	-4	12	3	-1	2	-7	21	0.1	-0.6
COc1cc(C#N)ccc1OC(=O)c1cccc(S(=O)(=O)N2CCN(C)CC2)c1	1	-22	-8	6	0	-3	4	0	1.7	-1.1
O=S(=O)(c1ccc(OCC(O)CNCc2ccco2)c(Cl)c1)N1CCOCC1 (configuration not stated)	-5	1	2	14	1	1	3	-6	-1.9	-2.5
CCn1cnc2c([N+](=O)[O-])c(NS(=O)(=O)c3ccc(C)cc3)ccc21	2	-3	-7	18	0	0	21	1	-0.2	-3.1

Compound activity as filed in PubChem BioAssay.
